Screening data deposited in PubChem BioAssay by several laboratories.
GSK3beta inhib – human GSK3beta kinase inhibition; AID 2097; 300,000 compounds, 0.038% hits; GST-GSK3beta kinase, ADP-Glo luminescence, 60 min; active compounds read low; activity score (negative = inhibition), % at 10 µM;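 active = more than half of replicate wells score below -50%, meaning over 50% inhibition versus plate controls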;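 note: 0% = median DMSO wells and -100% = median GW8510 positive control wells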
Target sequence (P49841 whole entry, looked up): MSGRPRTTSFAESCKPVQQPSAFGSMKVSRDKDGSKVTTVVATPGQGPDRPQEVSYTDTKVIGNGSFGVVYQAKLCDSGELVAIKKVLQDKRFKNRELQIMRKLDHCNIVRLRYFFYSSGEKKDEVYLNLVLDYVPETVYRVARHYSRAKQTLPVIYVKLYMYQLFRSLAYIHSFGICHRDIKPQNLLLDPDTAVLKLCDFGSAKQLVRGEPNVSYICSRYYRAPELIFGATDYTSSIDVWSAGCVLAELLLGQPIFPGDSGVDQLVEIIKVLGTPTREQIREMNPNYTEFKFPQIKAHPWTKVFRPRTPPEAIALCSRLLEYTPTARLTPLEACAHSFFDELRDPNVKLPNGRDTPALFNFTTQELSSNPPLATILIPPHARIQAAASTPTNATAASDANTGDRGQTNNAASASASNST
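Test system: GST-fused GSK3beta enzyme, cell-free | Quantity: 1.6 ng GST-GSK3beta enzyme per well | Reagent: 25 µM ATP with peptide substrate | Schedule: 60 min enzyme reaction, room temperature | Signal: Luminescent ADP-Glo measurement of ADP formed | Read-out basis: Score relative to plate controls | Control set: DMSO and 20 µM GW8510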
AI-2 QS modul – modulates the Vibrio harveyi AI-2 quorum sensing system; Vibrio harveyi JMH597 AI-2 luminescence/OD600 ratio, 9 h; active compounds read low; strain lacks LuxN and CqsS sensors; 0 = neutral-control median; activity change, % at 7.5 µM; 300,000 compounds, 0.4% hits; in the data active = activity change below about -75%, passing the limit was not always enough;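 note: luminescence divided by OD600 gain over 9 h not by final OD600 alone; inactives centre near 13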
HSF1 inh – HSF1 inhibition | NIH3T3-HGL HSE-luciferase, MG132-induced, luminescence 8 h; active compounds read low | activity change, negative = inhibition, % at 7.5 µM (by protocol) | AID 2098 | 300,000 compounds, 0.77% hits;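 active = more than half of replicate wells show activity change below -50%, luminescence cut by over half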;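 note: luciferase reports HSF-1 transcriptional activity via heat shock element; 0% = median of DMSO wells and -100% = zero luminescence signal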
GSK3 alpha inh – inhibitors of human GSK-3 alpha kinase | P49840 | ADP-Glo luminescence, 60 min | inhibition, % at 10 µM | 320,000 compounds, 0.1% hits | AID 2650;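 in the data active = inhibition above about 50%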;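 note: GST-tagged GSK-3 alpha with peptide substrate and 25 µM ATP; 0% = DMSO neutral wells and 100% = GW8510 positive control wells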
Target sequence (P49840 whole entry, looked up): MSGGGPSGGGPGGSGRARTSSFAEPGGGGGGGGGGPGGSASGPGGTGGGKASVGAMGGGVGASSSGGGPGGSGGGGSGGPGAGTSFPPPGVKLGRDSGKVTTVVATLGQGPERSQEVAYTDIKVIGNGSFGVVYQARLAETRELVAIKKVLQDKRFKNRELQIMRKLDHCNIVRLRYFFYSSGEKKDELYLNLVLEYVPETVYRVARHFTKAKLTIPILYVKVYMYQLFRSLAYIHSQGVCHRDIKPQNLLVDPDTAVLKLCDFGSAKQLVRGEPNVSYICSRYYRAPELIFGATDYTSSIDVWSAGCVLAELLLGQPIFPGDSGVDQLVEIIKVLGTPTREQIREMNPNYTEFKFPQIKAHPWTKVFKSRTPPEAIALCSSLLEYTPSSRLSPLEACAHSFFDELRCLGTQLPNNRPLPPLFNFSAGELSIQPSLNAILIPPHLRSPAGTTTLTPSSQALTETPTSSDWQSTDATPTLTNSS
IEC-6 tox – kills IEC-6 intestinal cells in KLF5 counter-screen; IEC-6 cytotoxicity, luminescence viability; inhibition, % at 5 µM; 290,000 compounds, 0.78% hits; AID 1825; in the data active = inhibition above about 22%;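 note: 0% = plate median of test compound wells and 100% = cytotoxic reference compound wells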
KLF5 inh – kruppel-like factor 5 inhibition. DLD-1 KLF5 promoter-luciferase reporter, luminescence. inhibition, % at 5 µM. 290,000 compounds, 0.23% hits;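 active = inhibition above a per-plate limit of that plate's mean compound inhibition plus 3 SD, cut at about 60% in these data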;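 note: 0% = DMSO wells and 100% = LY294002 at 200 µM; higher means less KLF5 promoter-driven luciferase light; inactives centre near -14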
aSyn 5UTR inh – 5' untranslated region of α-synuclein, MLPCN primary screen | alpha-synuclein 5'UTR reporter, inhibitor activity | inhibition, % (tested at 7.5 µM) | 300,000 compounds, 0.82% hits | AID 1813; in the data active = inhibition above about 60%;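 note: H4 neuroglioblastoma cells stably carrying SNCA 5'UTR luciferase fusion; 0% = DMSO wells and 100% = positive control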
HSF1 activator – increases HSF-1 driven luciferase reporter signal. NIH3T3-HGL HSF-1 luciferase reporter, MG132, 8 h; 100% = twice DMSO control signal. activation, % at 9 µM. 300,000 compounds, 1.7% hits. AID 504408;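 active = mean replicate activation of at least 50% with a set share of replicates each reaching 50%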;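 note: 0% = median of the neutral control wells and 100% = twice that signal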
HSP90 inh – HSP90 refolding inhibition in rabbit reticulocyte lysate; luciferase refolding luminescence, 3 h; inhibition, % at 5.6 µM; 290,000 compounds, 0.91% hits;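 active = inhibition above the screen-wide mean plus 3 SD, computed separately per campaign, cut at about 16% in these data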;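 note: 0% = DMSO wells and 100% = 60 µM geldanamycin wells; inhibitors lower the luminescence because luciferase stays unfolded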
HIF act – HIF pathway transcriptional activation | U2OS HRE-luciferase reporter, luminescence; normalized: DMSO 0%, desferrioxamine 100% | activation, % at 7.5 µM (by protocol) | 300,000 compounds, 0.32% hits;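 active = mean activation of at least 10% of the iron chelator positive control signal, with at least half of replicates also reaching 10%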
Starred values were filed as active, the others as inactive; · = not tested or not shown.

SMILES	GSK3beta inhib	AI-2 QS modul	HSF1 inh	GSK3 alpha inh	IEC-6 tox	KLF5 inh	aSyn 5UTR inh	HSF1 activator	HSP90 inh	HIF act
Cc1cc(S(=O)(=O)N2CCOCC2)ccc1OCC(=O)Nc1ccc(F)cc1F	7	17	-4	-2	0	-59	-3	0	0	0.3
COCCNC(=O)CCCn1c(=O)c2ccccc2n(CC(=O)NCCC2=CCCCC2)c1=O	1	-4	-9	·	-1	-29	1	7	-2	-0.1
O=S(=O)(c1ccccc1)N1CCN(Cc2cccc(Br)c2)CC1	-2	9	4	3	·	·	-21	20	·	0.4
COc1ccc(CNC(=S)Nc2cc(C)ccc2C)cc1	3	25	1	-1	-2	-18	21	-4	4	0.3
Cc1ccccc1N1CCN(C2CCCN(C(=O)c3noc4c3CCCC4)C2)CC1 (centres undefined)	0	-1	1	-1	19	9	-15	-7	3	-0.4
Cc1nnsc1C(=O)NNC(=O)Nc1ccccc1	2	7	-6	-2	5	-33	12	-14	1	0.5
COc1ccccc1CN=C1Nc2ccccc2CS1	-3	15	67	-3	0	-69	-149	123*	-4	2.1
Cc1nn(C)c(C(=O)N/N=C/c2ccccc2)c1[N+](=O)[O-]	1	17	-14	3	-4	0	-2	-40	-4	2.2
CC1C/C(=N/Nc2ccc([N+](=O)[O-])cc2[N+](=O)[O-])CC(C)(C)C1 (centres undefined)	1	33	-5	-3	3	2	10	2	0	-0.7
CCSc1nnc(SCC(=O)NNC(=O)c2ccccc2F)s1	3	17	-4	1	3	-47	-2	-12	-4	0.3
O=C1CCCC(O)=C1C=Nc1ccc(O)cc1	-25	8	4	13	-1	-5	19	-9	0	0.0
COc1cccc(NC(=S)Nc2cc(C(=O)O)ccc2N2CC3CC(C2)c2cccc(=O)n2C3)c1 (centres undefined)	2	5	0	-23	3	-39	-95	6	-2	3.2
CCOC(=O)/C=c1\sc2n(c1=O)CCN=2	-1	6	·	-4	-1	-44	·	·	-1	·
CCC(C)OC(=O)C1C(c2ccccc2)C(C(=O)O)C1c1ccccc1 (centres undefined)	2	-15	1	3	-4	-6	15	26	3	-0.2
Cc1ccc(C(=O)NCC(=O)N2CCN(c3ncccn3)CC2)s1	-1	14	-10	1	1	-63	14	-13	-1	0.5
O=C(NC(=S)NN1CCCCC1c1cccnc1)c1ccc(Cl)cc1Cl (centres undefined)	-8	-1	10	0	-1	-2	0	23	0	-0.7
CC(C)COn1c(=S)[nH]c2ccccc2c1=O	-1	7	-15	4	2	-7	12	-7	10	0.7
CN(CC(=O)NCCCN1CCOCC1)S(=O)(=O)c1ccc(F)cc1	1	25	-12	0	0	-1	-2	-3	1	0.1
Cc1c(C(=O)O)oc2ccc(S(=O)(=O)N3CCCCC3C(=O)O)cc12 (centres undefined)	0	23	0	-6	-3	-11	7	5	0	·
O=C(O)[C@]1(S(=O)(=O)c2ccccc2)C[C@@H]2ON=C(c3cccc(Br)c3)[C@@H]2C1	-1	48	1	-2	-4	-11	0	-9	-1	-5.2
O=C(Nc1ccccc1OC(F)F)c1oc2ccccc2c1COc1ccccc1	2	18	0	-9	3	6	-14	-11	2	-0.3
CC(C)(C)NC(=O)NC(=O)CN1c2cccc3cccc(c23)S1(=O)=O	0	22	-1	-2	-4	-21	9	12	-4	-1.6
CN(C)c1nc(NCc2ccccc2)nc(Oc2ccc(=O)[nH]n2)n1	-1	14	-7	1	5	3	30	27	-2	-0.7
NC(=O)CSc1ccc(Br)cc1	0	6	-3	1	-1	15	4	7	4	0.2
CC(=O)N1CCCc2cc(S(=O)(=O)CCC(=O)N3CCN(c4cccc(C)c4)C(C)C3)ccc21 (centres undefined)	0	9	-3	0	1	-10	13	-4	-1	-0.2
COc1cc(OC)cc(-c2cc3nc4c(c(N5CCN(c6ncccn6)CC5)n3n2)CCCC4)c1	0	17	2	-1	3	-15	8	13	0	0.1
CCN1C(=O)CSC1=Nc1ccccc1Cl	1	25	-4	0	-1	-20	10	3	-3	0.4
CC(C(=O)Nc1ccc(C#N)cc1)N(C)Cc1cccs1 (centres undefined)	-2	25	2	-2	2	-11	3	10	-5	0.1
COc1ccc(C)cc1N(CC(=O)NCCSCc1cccc(Cl)c1)S(C)(=O)=O	1	-7	8	1	-3	1	6	-19	-2	0.5
CCCCn1c(N)c(N(CC(C)C)C(=O)c2ccc(Cl)c(S(=O)(=O)N3CCCC3)c2)c(=O)[nH]c1=O	0	3	-4	-2	·	·	9	4	·	-23

Next section; it opens with the 4 that closed the last part.
SMILES	GSK3beta inhib	AI-2 QS modul	HSF1 inh	GSK3 alpha inh	IEC-6 tox	KLF5 inh	aSyn 5UTR inh	HSF1 activator	HSP90 inh	HIF act
CCN1C(=O)CSC1=Nc1ccccc1Cl	1	25	-4	0	-1	-20	10	3	-3	0.4
CC(C(=O)Nc1ccc(C#N)cc1)N(C)Cc1cccs1 (centres undefined)	-2	25	2	-2	2	-11	3	10	-5	0.1
COc1ccc(C)cc1N(CC(=O)NCCSCc1cccc(Cl)c1)S(C)(=O)=O	1	-7	8	1	-3	1	6	-19	-2	0.5
CCCCn1c(N)c(N(CC(C)C)C(=O)c2ccc(Cl)c(S(=O)(=O)N3CCCC3)c2)c(=O)[nH]c1=O	0	3	-4	-2	·	·	9	4	·	-23
CCn1cc(C(=O)NCCC(=O)NCCCO)c(=O)c2cc3c(cc21)OCO3	2	9	-34	1	2	-9	3	-49	1	-1.1
O=C(COc1ccccc1)N1CCN(c2ncnc3c2cnn3-c2ccccc2)CC1	2	35	5	1	0	4	-46	9	-2	-0.1
Cc1cc(C)nc(-n2nc(C)c3c(C(F)F)cc(C)nc32)n1	2	20	-2	0	-1	-26	11	14	-1	-0.7
Cc1ccc2nc(NC(=O)CCNS(=O)(=O)c3ccc(Br)s3)sc2c1	1	18	-2	-4	2	-23	-41	18	4	1.2
Cc1ccc(S(=O)(=O)N2CCC3(CC2)OCCN3S(=O)(=O)c2c(C)cc(C)cc2C)cc1	1	14	-11	-3	·	·	-2	-11	·	-0.1
COC(=O)COC(=O)c1ccc(O)cc1	2	26	-3	1	-2	-14	10	-11	3	0.3
CCOC(=O)NC(=O)C(=CNc1cccc(C)c1)C(=O)NC(=O)OCC	2	59	-10	0	2	9	-1	6	2	-0.2
CCCCc1ccc(-c2csc(/C(C#N)=C\c3ccc(C)o3)n2)cc1	-1	2	3	-6	5	-11	-5	31	0	0.0
O=C(Cn1ncc2c(=O)oc3ccccc3c21)NCCc1ccsc1	-2	17	1	2	0	-22	13	-1	0	0.1
O=c1c(Cc2ccc(Cl)cc2Cl)c(O)ccn1Cc1ccc(Cl)cc1	-2	16	0	1	-2	2	5	13	2	-0.3
COc1ccc(CC(=O)NCc2ccccc2)cc1	3	-11	1	-2	50*	45	-154	-6	-3	2.7
Cc1ccc(C(C(=O)NC2CCCCC2)N(CC2CCCO2)C(=O)CNC(=O)c2cccs2)cc1 (centres undefined)	-34	8	-9	-4	-8	-29	-2	-13	-4	-0.2
Nc1nc(SCC(=O)Nc2ccc(Br)cc2F)n[nH]1	-2	11	1	-1	2	9	5	8	4	0.6
S=C(NCc1ccccc1)Nc1cccc2ccccc12	3	-10	2	1	5	-17	-4	25	4	0.3
CCSc1nc2sc3c(c2c(=O)n1CC)CCC3	0	-9	-4	-2	0	-17	28	-11	-1	-1.9
O=C(NC(=S)NCc1ccccc1)c1cccc([N+](=O)[O-])c1	-2	-11	-4	1	4	-24	9	1	0	-0.8
Cc1ccc(C)c(Cn2nnc3c(=O)[nH]c(C4CCCN(C(=O)c5cccs5)C4)nc32)c1 (centres undefined)	0	19	10	-3	-5	-10	13	18	3	-0.4
O=C(NCCc1ccccc1F)C1CCCN(c2nc3ccccc3s2)C1 (centres undefined)	0	14	3	-1	6	-28	-17	-1	-3	-0.1
O=C(COC(=O)C12CC3CC(CC(C3)C1)C2)Nc1ncc(Cl)cc1Cl	3	25	7	-2	1	-4	-19	-3	1	-0.4
CCOC(=O)C1CCN(C(=O)CCS(=O)(=O)c2ccc3c(c2)CCN3C(C)=O)CC1	0	-2	0	-1	0	-7	-13	-1	0	0.2
O=C(NCc1ccco1)[C@@H]1CSC2c3ccccc3C(=O)N21 (some centres undefined)	-1	3	5	1	0	-11	3	7	5	-0.1
Cc1ccc(/C(O)=C2\C(=O)C(=O)N(CC(C)O)C2c2cccc(F)c2)cc1 (centres undefined)	-3	40	-2	-3	3	-6	-2	7	4	-0.1
CCOC(=O)N1CCN(C(=O)COc2ccc3c(c2)C(=O)CC(C)(C)O3)CC1	0	6	4	-4	-2	-13	-9	25	2	-0.5
Fc1ccc(NCc2nnc(SCc3nnc(-c4ccccc4)o3)n2CC2CCCO2)cc1 (centres undefined)	0	17	16	-6	5	-13	8	30	0	-0.2
CCOc1cc(CNCc2cccs2)ccc1OCC(=O)NC(C)(C)C	2	21	-1	-3	4	-24	-14	18	0	-0.5
COc1ccc(CN(C(=O)c2cc(=O)c3ccccc3o2)C2CCS(=O)(=O)C2)cc1OC (centres undefined)	0	3	2	·	9	-17	-2	-1	4	-0.1
Cc1cc(C(=O)COC(=O)Cn2cnc3c2c(=O)n(C)c(=O)n3C)c(C)n1C	3	15	4	-1	0	11	-3	12	0	-0.1
COc1cccc(C2Cc3ccccc3C(=O)O2)c1 (centres undefined)	3	26	-1	2	-6	-21	10	-9	-1	0.7
COc1ccccc1/C=C(/CC(=O)NCc1ccc(F)cc1)c1nc2ccccc2s1	4	12	4	11	-3	-25	-26	16	-1	0.1
COc1cccc(CNc2nnnn2C)c1OC	1	4	1	-2	2	3	10	-7	3	1.4
COc1cc(/C=C(\NC(C)=O)C(=O)Nc2ccc(NC(C)=O)cc2)ccc1OC(C)=O	-1	1	-3	0	0	-2	27	7	4	-0.2
Cc1nc2ccccn2c1C(=O)NNS(=O)(=O)c1ccc(C(C)(C)C)cc1	-1	16	1	-2	10	-5	17	4	-4	·
CCOC(=O)C1(C)/C(=N/Nc2ccccc2OC)C(=O)C(=O)N1c1ccccc1 (centres undefined)	4	17	-3	0	0	-14	-12	10	-3	-0.9
CCCSc1nnc(CN2CCOCC2)n1C	2	15	-2	0	0	-9	5	-9	1	-0.1
COC(=O)CN1C(=O)C(C)(C)Oc2ccc(C(=O)Nc3ccccc3F)cc21	3	10	-1	-2	2	-20	-37	2	3	0.2
COc1cc(/C=N/N=C(/N)c2nonc2N)cc(Br)c1OCc1cccc(C)c1	-1	29	0	-1	-1	-36	-22	2	4	-0.5
COC(=O)c1oc2c(c1C)C(=O)CCC2	3	9	3	0	6	-1	-17	-12	0	-0.6
Cc1ccc(CC2C(=O)N(c3ccccc3)C(=O)C2C)cc1 (centres undefined)	-3	20	4	-6	-2	6	-7	10	-2	0.3
COc1cc(OC)c2ccc(=O)oc2c1C(CCN1CCN(c2ccccc2)CC1)c1ccc(N(C)C)cc1 (centres undefined)	-1	35	2	·	·	·	16	13	·	-0.5
